# PolyA inhibitor: inhibitors of polyadenylation in S. cerevisiae; S. cerevisiae SKY197-pL101 polyadenylation reporter, beta-gal luminescence; efflux-impaired pdr1/pdr3 knockout yeast; score 100 = 6 SD above DMSO; AID 1875; 300,000 compounds, 0.02% hits; calls only at 12 µM;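 active = lowest replicate activity score at least 50, where 100 means six control SD above control mean; inconclusive = lowest score under 50 but half or more replicates reach 50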;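 note: yeast exposed to compound for 9 h at 30 °C; higher score means more reporter readthrough which indicates perturbed polyadenylation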
# Platelet DG rel: modulates dense granule release in human platelets; 300,000 compounds, 0.22% hits; inhibition, %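 (compounds screened at 7.5 µM in platelet-rich plasma)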; human platelet-rich plasma, SFLLRN dense granule ATP release, luminescence;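 active = mean replicate score, as percent of positive control, at or above 50; inconclusive = mean below 50 but at least one replicate at or above 50; inactive = mean and every replicate below 50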
# HDAC3 inh: blocks human histone deacetylase 3. AID 2718. O15379. inhibition, % at 8.3 µM. recombinant HDAC3, fluorogenic peptide/trypsin coupled, fluorescence. 320,000 compounds, 0.15% hits; in the data active = inhibition above about 26%, passing the limit was not always enough; inconclusive = no clear call, values can overlap the other calls
# Target sequence (O15379 whole entry, looked up): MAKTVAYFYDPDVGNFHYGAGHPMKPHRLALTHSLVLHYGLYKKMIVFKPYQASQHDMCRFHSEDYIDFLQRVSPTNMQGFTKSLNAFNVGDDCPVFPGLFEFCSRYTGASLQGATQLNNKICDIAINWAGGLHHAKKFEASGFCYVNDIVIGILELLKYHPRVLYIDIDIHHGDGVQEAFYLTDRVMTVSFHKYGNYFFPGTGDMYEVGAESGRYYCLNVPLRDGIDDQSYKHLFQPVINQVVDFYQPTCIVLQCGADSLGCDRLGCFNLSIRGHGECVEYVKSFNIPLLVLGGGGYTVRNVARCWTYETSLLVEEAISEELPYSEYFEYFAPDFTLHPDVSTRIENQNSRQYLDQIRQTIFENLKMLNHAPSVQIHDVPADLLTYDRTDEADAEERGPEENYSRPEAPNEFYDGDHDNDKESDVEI
# HSF1 activator: increases HSF-1 driven luciferase reporter signal. NIH3T3-HGL HSF-1 luciferase reporter, MG132, 8 h; 100% = twice DMSO control signal. activation, % at 9 µM. 300,000 compounds, 1.7% hits. AID 504408;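 active = mean replicate activation of at least 50% with a set share of replicates each reaching 50%; inconclusive = only one of those two conditions met; inactive = mean below 50% and too few replicates reaching it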;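 note: 0% = median of the neutral control wells and 100% = twice that signal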
# HSF1 inhib: HSF1 inhibition; NIH3T3-HGL HSE-luciferase, MG132-induced, luminescence 8 h; stronger effect = lower value; activity change, negative = inhibition, % at 7.5 µM (by protocol); 300,000 compounds, 0.77% hits; AID 2098;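 active = more than half of replicate wells show activity change below -50%, luminescence cut by over half; inconclusive = some wells, but at most half, below -50%; inactive = no replicate well below -50%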;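 note: luciferase reports HSF-1 transcriptional activity via heat shock element; 0% = median of DMSO wells and -100% = zero luminescence signal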
# HSP90 inh: inhibitors of HSP90 luciferase refolding in rabbit reticulocyte lysate; 290,000 compounds, 0.91% hits; luciferase refolding luminescence, 3 h; AID 1789; inhibition, % at 5.6 µM;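 active = inhibition above the screen-wide mean plus 3 SD, computed separately per campaign, cut at about 16% in these data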;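 note: 0% = DMSO wells and 100% = 60 µM geldanamycin wells; inhibitors lower the luminescence because luciferase stays unfolded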
# AI-2 QS modul: modulates the Vibrio harveyi AI-2 quorum sensing system; 300,000 compounds, 0.4% hits; AID 2094; Vibrio harveyi JMH597 AI-2 luminescence/OD600 ratio, 9 h; stronger effect = lower value; strain lacks LuxN and CqsS sensors; 0 = neutral-control median; activity change, % at 7.5 µM; in the data active = activity change below about -75%, passing the limit was not always enough; inconclusive = no clear call, values can overlap the other calls;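 note: luminescence divided by OD600 gain over 9 h not by final OD600 alone; inactives centre near 13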
# GSK3beta inhib: human GSK3beta kinase inhibition; P49841; GST-GSK3beta kinase, ADP-Glo luminescence, 60 min; stronger effect = lower value; activity score (negative = inhibition), % at 10 µM; 300,000 compounds, 0.038% hits; AID 2097;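 active = more than half of replicate wells score below -50%, meaning over 50% inhibition versus plate controls; inconclusive = some replicates but at most half score below -50%; inactive = no replicate scores below -50%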;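 note: 0% = median DMSO wells and -100% = median GW8510 positive control wells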
#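 test system = GST-tagged human GSK3beta kinase, cell-free | reagent = 25 µM ATP with peptide substrate | dosing = one dose of 10 µM per compound | schedule = 60 min reaction, RT | detection = luminescent ADP-Glo measurement of ADP formed | control set = DMSO neutral wells and GW8510 at 20 µM as positive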
# DYRK1A inh: inhibitors of rat Dyrk1A kinase; ADP-Glo luminescence, NFATc1 peptide; inhibition, % at 12.5 µM; 310,000 compounds, 0.43% hits; in the data active = inhibition above about 50%;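 note: plate controls were vehicle with enzyme for no effect and no enzyme for full effect; many of its hits are not listed in these tables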
# GSK3 alpha inh: human GSK-3 alpha kinase inhibition | 320,000 compounds, 0.1% hits | ADP-Glo luminescence, 60 min | P49840 | inhibition, % at 10 µM | AID 2650;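 in the data active = inhibition above about 50%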;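 note: GST-tagged GSK-3 alpha with peptide substrate and 25 µM ATP; 0% = DMSO neutral wells and 100% = GW8510 positive control wells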
# Target sequence (P49840 whole entry, looked up): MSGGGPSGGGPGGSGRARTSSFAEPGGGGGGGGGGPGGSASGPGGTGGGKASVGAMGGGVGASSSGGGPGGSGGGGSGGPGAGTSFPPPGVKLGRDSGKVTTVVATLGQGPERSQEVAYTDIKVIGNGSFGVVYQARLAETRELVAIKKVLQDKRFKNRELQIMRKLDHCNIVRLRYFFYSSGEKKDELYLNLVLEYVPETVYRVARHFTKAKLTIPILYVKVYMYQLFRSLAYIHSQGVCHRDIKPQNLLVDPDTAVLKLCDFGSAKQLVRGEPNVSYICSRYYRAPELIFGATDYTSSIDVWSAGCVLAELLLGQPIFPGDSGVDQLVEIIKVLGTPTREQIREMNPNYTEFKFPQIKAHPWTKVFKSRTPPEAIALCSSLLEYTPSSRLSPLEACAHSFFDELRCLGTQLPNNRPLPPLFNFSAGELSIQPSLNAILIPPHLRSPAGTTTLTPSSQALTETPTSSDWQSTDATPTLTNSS
# Numbers without * were called inactive; i = inactive; ? = inconclusive; . = not tested or not shown.
# Each structure is followed by: PolyA inhibitor	Platelet DG rel	HDAC3 inh	HSF1 activator	HSF1 inhib	HSP90 inh	AI-2 QS modul	GSK3beta inhib	DYRK1A inh	GSK3 alpha inh
CC(C)OCCCNC(=O)C1CC(=O)N(CCc2ccc(F)cc2)C1 (stereo not drawn)
  i	-3	-15	-3	-5	6	7	2	-3	-1
Cc1noc(-c2ccc(Cl)cc2)c1C(=O)O/N=C(\N)c1ccc(C(C)(C)C)cc1
  i	-5	3	7	-7	-5	28	-2	-2	-2
Cc1cc2ncn(/N=C/c3ccc([N+](=O)[O-])s3)c2cc1C
  i	12	-1	25	14	5	?	2	4	-1
O=C(CNC(=O)CNC(=O)c1ccc(Cl)cc1Cl)NCc1cccc(Cl)c1
  i	-2	0	-12	-3	-1	16	-1	-6	0
COc1ccc(CCNC(=O)CNS(=O)(=O)c2ccc(Br)s2)cc1OC
  i	-5	1	41	8	0	23	-2	.	-1
CC1CCCN(C(=O)CCNS(=O)(=O)c2ccc3c(c2)c(=O)n(C)c(=O)n3C)C1 (stereo not drawn)
  i	-5	-1	-8	4	0	10	0	5	1
O=C(COC(=O)C1c2ccccc2Oc2ccccc21)NC1CCS(=O)(=O)C1 (stereo not drawn)
  i	-1	-1	14	9	-1	45	-3	-1	-8
c1ccc(CNc2nc3ccccc3n3cnnc23)cc1
  i	-8	-2	-1	-5	16*	0	0	2	2
COc1ccc(OCC(=O)Nc2ccc(N3CCOCC3)cc2)c([N+](=O)[O-])c1
  i	8	-6	34	11	-1	-7	2	1	-2
Cc1ccc(NC(=O)CC(NCC2CCCO2)C(=O)O)cc1C (stereo not drawn)
  i	-3	0	-9	-9	6	13	-1	-2	-4
COc1ccc(-c2cc(C(F)(F)F)nc(SCC(=O)Nc3ccc4c(c3)OCO4)n2)cc1OC
  i	13	.	13	1	2	4	3	-3	.
Cc1ccc(C(=O)CSc2nc3ccccc3c(=O)[nH]2)cc1C
  i	-7	0	21	10	0	14	0	-1	0
CN(C)CC(C)(C)CNC(=O)C1CCN(Cc2ccccc2O)CC1
  i	0	8	3	-6	-1	7	-1	-6	0
COc1ccc2[nH]cc(C(=O)CCl)c2c1
  i	1	2	-24	-5	1	23	4	-6	3
O=C1COC(c2ccccc2)=CN1Cc1ccccc1
  i	0	1	1	-1	.	15	4	3	-7
COc1ccc(CNC(=O)CSc2nnc(NC(=O)C3CC3)s2)cc1
  i	-1	-9	12	-9	-5	16	2	1	-2
Clc1ccc(-n2nnnc2CN2CCOCC2)cc1Cl
  i	2	-1	10	-7	4	24	-6	5	-3
Cn1c2ccccc2c2cc([N+](=O)[O-])ccc21
  i	1	1	17	-6	-3	-3	4	-4	1
O=C(CCN1CCCCC1)N/N=C/c1ccc(Br)cc1
  i	1	7	2	10	-2	30	2	0	4
Cc1nc(NC(=O)c2cccnc2)ccc1Br
  i	1	-1	4	8	-2	55	0	10	0
CN1CCN(CC(=O)N/N=C/c2ccc(F)c(F)c2)CC1
  i	11	1	-2	0	3	24	-4	-5	5
Cn1c(CNC(=O)CNS(=O)(=O)c2ccc(F)cc2F)cc(=O)n(C)c1=O
  i	-1	-1	-14	1	-3	19	0	-5	10
O=C(Nc1cc([N+](=O)[O-])ccc1O)c1ccc2c(c1)C(=O)N(Cc1ccco1)C2=O
  i	1	13	17	1	-1	10	4	2	-1
CCOc1ccc(NC(=O)CSC2=C(C#N)C(c3ccc4c(c3)OCO4)CC(=O)N2)cc1 (stereo not drawn)
  i	-8	11	24	16	-1	0	-4	4	-1
CCCc1cc(=O)oc2cc(C)cc(OCC(=O)NCCCN3CCOCC3)c12
  i	7	-47	15	-1	-2	10	1	.	4
O=C(CSc1nc2ccccc2o1)c1cc2ccccc2oc1=O
  .	.	-2	.	.	-1	.	.	-1	-1
Cc1ccn2cc(-c3cccc(S(=O)(=O)N4CCCC4)c3)nc2c1
  i	0	-17	6	0	-1	14	1	-3	-1
CCOC(=O)N1CCN(S(=O)(=O)c2cccs2)CC1
  i	-5	-2	-18	-9	0	13	2	3	0
O=C(NCC1(N2CCCCC2)CCCCC1)c1cccc(NS(=O)(=O)c2ccccc2)c1
  i	4	0	-8	2	.	13	-5	-1	-1
O=C(Nc1ccc(N2CCN(C(=O)c3ccccc3)CC2)cc1)c1ccc(Br)o1
  i	-4	-7	10	5	0	8	1	10	0
O=C(O)C1C2C=CC(C3CC23)C1C(=O)O (stereo not drawn)
  i	7	4	13	-3	1	15	-2	-1	-7
Cc1cc2oc(C(=O)N(Cc3ccccc3)c3ccccn3)cc(=O)c2cc1Cl
  i	8	4	1	9	2	7	-1	.	0
COc1ccccc1CNC(=O)C1CCCN(S(=O)(=O)c2cccs2)C1 (stereo not drawn)
  i	15	-3	8	-9	-2	.	.	0	-2
COc1ccccc1-c1coc2cc(OC(=O)N3CCOCC3)ccc2c1=O
  i	2	-7	24	9	-1	13	3	.	0
Cc1ccc(-c2cn(S(=O)(=O)c3cccc4nsnc34)nc2N)cc1
  i	2	3	2	6	3	36	-1	-4	-1
CCOCCCNC(=O)c1cc(Cl)c(NC(=O)C2=C(C)OCCS2)cc1OC
  i	0	5	-10	0	3	4	0	-4	1
Cc1ccc2c(c1)C1CC(C)(O2)N(c2cccc(C(=O)NCc3ccccn3)c2)C(=O)N1 (stereo not drawn)
  i	11	?	13	-7	-1	39	.	-6	-1
COc1ccc(C2NC(Cc3ccccc3)(C(=O)O)C3C(=O)N(c4ccccc4OC)C(=O)C23)cc1 (stereo not drawn)
  i	-6	-5	9	0	-3	25	0	0	-1
Cc1cccc(C(C(=O)NC2CCCCC2)N(Cc2cccnc2)C(=O)c2csnn2)c1 (stereo not drawn)
  i	10	-3	-9	-11	-3	20	1	4	-2
CSc1ccc(Cn2nnc(C(=O)Nc3ccc(C)c(C)c3)c2N)cc1
  i	21	-4	22	11	0	13	-1	-2	.
COc1ccc(OC)c(C(=O)CN2C(=O)NC(C)(c3ccccc3)C2=O)c1 (stereo not drawn)
  i	-4	-7	2	-6	-3	30	-3	11	-1
CCOc1ccc2[nH]c(=O)c(CN(CCO)Cc3nnnn3CCc3ccccc3)cc2c1
  i	-1	-22	0	2	-1	1	0	2	-1
O=C(CCCn1cnc([N+](=O)[O-])n1)Nc1ccc(Cl)cc1Cl
  i	12	7	-2	-4	-3	23	-1	4	0
CC(=O)n1c(C=Nc2ccccc2)c(O)c2ccccc21
  i	1	1	-2	-7	4	31	0	12	.
COc1ccccc1NC(=S)N1CCc2cc(OC)c(OC)cc2C1
  i	5	-5	3	7	-4	-1	-2	2	0
Cc1ccc(S(=O)(=O)ON=C2CCN(S(=O)(=O)c3ccccc3)CC2)cc1
  i	-3	-2	14	-6	3	6	1	-4	-3
Cn1c(=O)c2c(nc(Sc3ncnn3CC(=O)NC(C)(C)C)n2C)n(C)c1=O
  i	5	0	1	-4	0	15	-1	-4	1
CSCc1cc(N2CCOCC2)nc(SCc2ccc(Cl)c(Cl)c2)n1
  i	0	3	20	13	0	6	0	-16	-4
CCCn1ncc(CN2CCC(N3CCC(C(=O)N4CCOCC4)CC3)CC2)c1C
  i	17	4	-2	-9	3	21	0	.	-1
C/C(=N/NC(=O)CNC(=O)c1ccc2c(c1)OCO2)c1ccc2c(c1)CCCC2
  i	-2	-3	.	.	-5	12	-4	4	-3
CCOC(=O)C1=C(O)CSC1=Nc1cccc2ccccc12
  i	-11	0	-13	-5	-1	10	5	50	-3
CC(C)NC(=O)CSc1nc(N)c(-c2ccccc2)c(=O)[nH]1
  i	1	-5	1	12	-2	14	-3	8	-2
O=C(NCc1ccccn1)C12CC3CC(CC(C3)C1)C2
  i	-11	1	10	-7	2	15	1	-2	-3
CCOC(=O)Cc1nnc(Nc2cc(C)ccc2C)c2ccccc12
  i	0	-1	41	4	2	20	2	-5	-2
CCOC(=O)c1cnc(SCc2nc(N)nc(Nc3ccccc3OC)n2)nc1N
  i	11	-14	18	-2	-2	10	2	.	0
O=C(NCc1cccnc1)NC1CCCN1S(=O)(=O)c1ccc(Cl)cc1 (stereo not drawn)
  i	-1	-9	-6	-7	-2	26	-4	5	16
CCOC(=O)c1c(C)[nH]c(C)c1C(=O)COC(=O)C1CCCN1S(=O)(=O)c1ccccc1F (stereo not drawn)
  i	1	-4	?	22	-2	2	1	-1	-1
NC(=O)CSc1nnc(Cn2c(=O)sc3ccccc32)n1-c1cccc(Cl)c1
  i	-2	2	4	-6	-1	33	-6	3	.
COc1cccc(OCC(=O)Nc2ccncc2)c1
  i	0	-5	-44	-29	0	1	0	18	0
CCc1ccccc1NC(=O)c1cc(-c2ccc3c(c2)OCO3)on1
  i	2	-10	-29	-11	1	9	2	-1	0

# Next part.
# Each structure is followed by: PolyA inhibitor	Platelet DG rel	HDAC3 inh	HSF1 activator	HSF1 inhib	HSP90 inh	AI-2 QS modul	GSK3beta inhib	DYRK1A inh	GSK3 alpha inh
CCC(C(=O)Nc1ccc2c(c1)OCCO2)n1c(=O)[nH]c2ccccc2c1=O (stereo not drawn)
  i	-4	1	-9	-11	4	-7	1	-4	1
CSc1cccc(NC(=O)C(C)NS(=O)(=O)c2ccc(F)cc2)c1 (stereo not drawn)
  i	1	2	.	.	3	14	0	5	-3
CCN=C(Nc1ccc(Cl)cc1)c1cccnc1
  i	-7	-1	-7	-3	-5	20	0	3	-2
COc1ccccc1CC(=O)Nc1ccc2nc(C)sc2c1
  i	-1	2	28	5	2	28	2	3	1
Cc1ccc(C(NC(=O)N2CCCC2)C(Cl)(Cl)Cl)cc1F (stereo not drawn)
  i	-2	-1	-10	4	-8	23	0	-1	-2
CCOC(=O)c1sc(NC(=O)c2c(OC)cccc2OC)nc1C
  i	-24	2	12	4	0	13	1	11	3
O=C(CN1CCC(C(=O)c2ccc3c(c2)OCCO3)CC1)Nc1ccccc1F
  i	-3	2	1	-5	-1	2	-2	-6	-4
CCCn1c(N)cc(=O)n(CCC)c1=O
  i	1	0	-1	-1	0	37	-6	9	0
Cc1ccc(NCc2nnc(SCC(=O)Nc3cc(C)on3)n2C)cc1
  i	-3	-1	-11	-4	-1	10	-2	-3	1
CC1CCC(NC(=O)c2ccc3snnc3c2)CC1 (stereo not drawn)
  i	-8	-4	6	8	-3	8	0	0	0
O=C(Nc1cccc(F)c1)Nc1ccnn1C1CCN(C(=O)c2cscn2)CC1
  i	-36	-9	0	-1	-3	22	-4	1	1

# Screening results (PubChem)

# The list is partial (hit frequency here may not be typical).
